Compound activity (PubChem BioAssay)
HSF-1 act – increases HSF-1 driven luciferase reporter signal. activation, % at 9 µM. hit rate 1.7% among 300,000. AID 504408. NIH3T3-HGL HSF-1 luciferase reporter, MG132, 8 h; 100% = twice DMSO control signal;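 active = mean replicate activation of at least 50% with a set share of replicates each reaching 50%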;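 note: 0% = median of the neutral control wells and 100% = twice that signal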
DYRK1A inh – blocks rat Dyrk1A kinase activity | inhibition, % at 12.5 µM | AID 504441 | hit rate 0.43% among 310,000 | ADP-Glo luminescence, NFATc1 peptide | Q63470; in the data active = inhibition above about 50%;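 note: plate controls were vehicle with enzyme for no effect and no enzyme for full effect; many of its hits are not listed in these tables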
GSK3B inh – blocks human GSK3beta kinase activity; P49841; GST-GSK3beta kinase, ADP-Glo luminescence, 60 min; active compounds read low; activity score (negative = inhibition), % at 10 µM; hit rate 0.038% among 300,000; AID 2097;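 active = more than half of replicate wells score below -50%, meaning over 50% inhibition versus plate controls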;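 note: 0% = median DMSO wells and -100% = median GW8510 positive control wells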
Target sequence (P49841 whole entry, looked up): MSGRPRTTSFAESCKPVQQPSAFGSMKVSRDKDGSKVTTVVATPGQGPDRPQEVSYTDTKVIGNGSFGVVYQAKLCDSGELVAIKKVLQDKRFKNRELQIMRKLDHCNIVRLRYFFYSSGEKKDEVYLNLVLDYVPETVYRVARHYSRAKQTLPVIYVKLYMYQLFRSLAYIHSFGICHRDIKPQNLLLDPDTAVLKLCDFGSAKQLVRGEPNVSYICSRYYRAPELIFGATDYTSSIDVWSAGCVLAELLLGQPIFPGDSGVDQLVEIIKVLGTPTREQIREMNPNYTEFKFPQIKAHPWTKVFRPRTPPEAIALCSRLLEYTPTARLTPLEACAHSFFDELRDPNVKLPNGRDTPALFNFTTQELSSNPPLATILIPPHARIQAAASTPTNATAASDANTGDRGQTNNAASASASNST
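Test system: GST-fused GSK3beta enzyme, cell-free | Quantity: 1.6 ng GST-GSK3beta enzyme per well | Reagent: 25 µM ATP with peptide substrate | Schedule: 60 min enzyme reaction, room temperature | Signal: Luminescent ADP-Glo measurement of ADP formed | Read-out basis: Score relative to plate controls | Control set: DMSO and 20 µM GW8510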
HSF1 inhib – HSF1 inhibition; NIH3T3-HGL HSE-luciferase, MG132-induced, luminescence 8 h; active compounds read low; activity change, negative = inhibition, % at 7.5 µM (by protocol); hit rate 0.77% among 300,000;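 active = more than half of replicate wells show activity change below -50%, luminescence cut by over half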;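 note: luciferase reports HSF-1 transcriptional activity via heat shock element; 0% = median of DMSO wells and -100% = zero luminescence signal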
HSP90 inh – HSP90 refolding inhibition in rabbit reticulocyte lysate; luciferase refolding luminescence, 3 h; inhibition, % at 5.6 µM; hit rate 0.91% among 290,000; AID 1789;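 active = inhibition above the screen-wide mean plus 3 SD, computed separately per campaign, cut at about 16% in these data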;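 note: 0% = DMSO wells and 100% = 60 µM geldanamycin wells; inhibitors lower the luminescence because luciferase stays unfolded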
Platelet DG rel – modulates dense granule release in human platelets. human platelet-rich plasma, SFLLRN dense granule ATP release, luminescence. inhibition, %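 (compounds screened at 7.5 µM in platelet-rich plasma)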. hit rate 0.22% among 300,000;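 active = mean replicate score, as percent of positive control, at or above 50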
KLF5 inhibitor – suppresses KLF5 promoter-driven expression | DLD-1 KLF5 promoter-luciferase reporter, luminescence | inhibition, % at 5 µM | hit rate 0.23% among 290,000 | AID 1700;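 active = inhibition above a per-plate limit of that plate's mean compound inhibition plus 3 SD, cut at about 60% in these data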;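 note: 0% = DMSO wells and 100% = LY294002 at 200 µM; higher means less KLF5 promoter-driven luciferase light; inactives centre near -14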
aSyn 5UTR inh – 5' untranslated region of α-synuclein, MLPCN primary screen; alpha-synuclein 5'UTR reporter, inhibitor activity; inhibition, % (tested at 7.5 µM); hit rate 0.82% among 300,000; AID 1813; in the data active = inhibition above about 60%;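 note: H4 neuroglioblastoma cells stably carrying SNCA 5'UTR luciferase fusion; 0% = DMSO wells and 100% = positive control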
GSK3A inh – human GSK-3 alpha kinase inhibition; P49840; ADP-Glo luminescence, 60 min; inhibition, % at 10 µM; hit rate 0.1% among 320,000; AID 2650;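 in the data active = inhibition above about 50%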;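 note: GST-tagged GSK-3 alpha with peptide substrate and 25 µM ATP; 0% = DMSO neutral wells and 100% = GW8510 positive control wells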
Target sequence (P49840 whole entry, looked up): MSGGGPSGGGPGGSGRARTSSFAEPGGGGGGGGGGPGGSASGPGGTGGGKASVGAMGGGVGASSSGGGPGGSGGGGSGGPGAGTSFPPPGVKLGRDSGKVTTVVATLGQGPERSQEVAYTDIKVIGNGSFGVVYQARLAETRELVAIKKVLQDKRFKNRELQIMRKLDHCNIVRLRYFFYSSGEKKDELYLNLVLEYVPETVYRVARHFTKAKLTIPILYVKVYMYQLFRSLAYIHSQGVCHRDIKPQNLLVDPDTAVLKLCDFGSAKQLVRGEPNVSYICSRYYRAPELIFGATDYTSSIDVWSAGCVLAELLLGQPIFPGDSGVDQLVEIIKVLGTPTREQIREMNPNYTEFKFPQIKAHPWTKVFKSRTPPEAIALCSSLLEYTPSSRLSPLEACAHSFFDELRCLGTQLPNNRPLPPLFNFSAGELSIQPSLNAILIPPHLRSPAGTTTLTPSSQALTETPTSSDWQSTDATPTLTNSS
IEC-6 cytotox – IEC-6 cytotoxicity, counter-screen for KLF5 inhibitors. AID 1825. inhibition, % at 5 µM. hit rate 0.78% among 290,000. luminescence viability; in the data active = inhibition above about 22%;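 note: 0% = plate median of test compound wells and 100% = cytotoxic reference compound wells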
The depositor's hits bear a star. Not all compounds are listed; count on the stated rates, not on these rows.

`CCC(CO)NCc1cc(OC)c(OCC(=O)NCCc2ccccc2)cc1Br` (stereo unspecified) gave DYRK1A inh -7.3, GSK3B inh -18.4, HSP90 inh -4.3, Platelet DG rel 0.0, KLF5 inhibitor 4.2, aSyn 5UTR inh 48.3, GSK3A inh -1.4 and IEC-6 cytotox 3.6.
For Cc1ccc(S(=O)(=O)Nc2ccc3c(c2)n(C)c(=O)n3C)c(C)c1 the results were HSF-1 act -54.6, DYRK1A inh 7.0, GSK3B inh 3.3, HSF1 inhib -42.0, HSP90 inh -1.5, Platelet DG rel -0.9, KLF5 inhibitor -49.4, aSyn 5UTR inh -23.3, GSK3A inh 0.2 and IEC-6 cytotox 6.7.
Screening COCCNC(=O)CN(c1cc(Cl)ccc1OC)S(C)(=O)=O returned HSF-1 act 6.0, DYRK1A inh -1.6, GSK3B inh -2.4, HSF1 inhib 6.4, HSP90 inh 4.1, Platelet DG rel -7.4, KLF5 inhibitor -3.5, aSyn 5UTR inh -8.8, GSK3A inh -4.1 and IEC-6 cytotox -5.8.
CC(C)C(=O)c1cn(CC(=O)NCc2ccco2)c2ccccc12 was read as HSF-1 act 8.1, DYRK1A inh 0.0, GSK3B inh -3.7, HSF1 inhib -6.2, HSP90 inh 3.1, Platelet DG rel -3.5, KLF5 inhibitor 4.1, aSyn 5UTR inh -42.4, GSK3A inh -0.1 and IEC-6 cytotox 2.8.
For COc1ccc(CN2CCSCC2)c(C)c1C the results were HSF-1 act 26.4, DYRK1A inh 10.2, GSK3B inh -0.9, HSF1 inhib 1.2, HSP90 inh 0.4, Platelet DG rel -3.6, KLF5 inhibitor -49.6, aSyn 5UTR inh 9.2, GSK3A inh -1.3 and IEC-6 cytotox -0.6.
For CC1(C)Cc2c(cnn2-c2ccc(F)cc2)C(NC(=O)CCn2cncn2)C1 (stereo unspecified) the results were HSF-1 act 8.6, DYRK1A inh -6.6, GSK3B inh 2.6, HSF1 inhib -0.6, HSP90 inh -2.2, Platelet DG rel -6.1, KLF5 inhibitor -44.7, aSyn 5UTR inh -22.6, GSK3A inh 1.7 and IEC-6 cytotox 5.5.
Screening CSc1ncccc1C(=O)OCC(=O)NCCC1=CCCCC1 returned HSF-1 act -1.0, DYRK1A inh 4.1, GSK3B inh 1.1, HSF1 inhib -4.3, Platelet DG rel -1.3, aSyn 5UTR inh 0.2 and GSK3A inh -1.1.
O=C(NC(Cc1c[nH]c2ccccc12)C(=O)O)c1ccco1 (stereo unspecified) was read as HSF-1 act -4.9, DYRK1A inh -4.4, GSK3B inh 1.1, HSF1 inhib -3.7, HSP90 inh -0.8, Platelet DG rel 5.0, KLF5 inhibitor 9.5, aSyn 5UTR inh -13.1, GSK3A inh -3.1 and IEC-6 cytotox -2.3.
`COc1ccc(S(=O)(=O)NCC2CCCN(Cc3ccc(OC)cc3F)C2)cc1` (stereo unspecified) gave HSF-1 act -56.8, DYRK1A inh 1.3, GSK3B inh 1.8, HSF1 inhib -41.5, HSP90 inh -5.4, Platelet DG rel -1.0, KLF5 inhibitor -50.5, aSyn 5UTR inh -90.0, GSK3A inh 0.2 and IEC-6 cytotox -4.6.
CCC(C)Nc1nc(SC(C(C)=O)C(C)=O)nc(N(C)C)n1 (stereo unspecified) was read as HSF-1 act 29.5, DYRK1A inh -0.6, GSK3B inh 0.6, HSF1 inhib 2.8, HSP90 inh 1.4, Platelet DG rel -1.9, KLF5 inhibitor -38.8, aSyn 5UTR inh 9.2, GSK3A inh 0.5 and IEC-6 cytotox 1.2.
`CCCCOc1ccc(OCCNC(=O)C2CCCN2C(=O)Nc2ccccc2)cc1` (stereo unspecified) gave HSF-1 act 2.8, DYRK1A inh -0.8, GSK3B inh -0.8, HSF1 inhib 0.6, HSP90 inh -3.6, Platelet DG rel -1.0, KLF5 inhibitor 18.8, aSyn 5UTR inh 22.1, GSK3A inh -1.3 and IEC-6 cytotox -1.9.
Screening CCOC(Cn1cc(C)c(=O)[nH]c1=O)OCC returned HSF-1 act 0.1, GSK3B inh -2.0, HSF1 inhib -2.8, HSP90 inh 0.8, Platelet DG rel 4.9, KLF5 inhibitor -3.9, aSyn 5UTR inh 14.3, GSK3A inh 1.1 and IEC-6 cytotox 2.1.
`CCOC(=O)/C(=C/C=C1\Sc2cc(OCC)c(OCC)cc2N1CC)C(C)=O` gave HSF-1 act 2.2, DYRK1A inh -0.5, GSK3B inh 2.6, HSF1 inhib -4.3, HSP90 inh -1.2, Platelet DG rel -2.0, KLF5 inhibitor 4.5, aSyn 5UTR inh -6.5, GSK3A inh 3.6 and IEC-6 cytotox 1.0.
CN=C1S/C(=C\c2ccc(O)c(Br)c2)C(=O)N1C was read as HSF-1 act 6.4, DYRK1A inh 91.0*, GSK3B inh -1.7, HSF1 inhib -2.9, HSP90 inh 1.3, Platelet DG rel 38.3, KLF5 inhibitor -44.9, aSyn 5UTR inh -6.6, GSK3A inh 20.5 and IEC-6 cytotox -4.0.
Screening Cc1ccc(NS(=O)(=O)c2cc(C(=O)O)ccc2Cl)cc1 returned HSF-1 act 18.3, DYRK1A inh -4.5, GSK3B inh -8.1, HSF1 inhib -4.8, HSP90 inh 1.6, Platelet DG rel -6.9, KLF5 inhibitor -11.7, aSyn 5UTR inh -11.0, GSK3A inh -2.1 and IEC-6 cytotox 1.7.
Cc1cnc(C(=O)OCc2csc(CC(=O)Nc3ccccc3C)n2)cn1 was read as HSF-1 act 5.3, GSK3B inh -4.4, HSF1 inhib 3.0, HSP90 inh 0.8, Platelet DG rel -10.6, KLF5 inhibitor -19.2, aSyn 5UTR inh 4.0, GSK3A inh -2.2 and IEC-6 cytotox -7.0.
C#CCSc1nccc(-c2nn(-c3ccc(C)cc3)ccc2=O)n1 was read as HSF-1 act 5.0, DYRK1A inh 2.5, GSK3B inh -0.2, HSF1 inhib -0.3, HSP90 inh 1.8, Platelet DG rel 11.1, KLF5 inhibitor -39.8, aSyn 5UTR inh 12.3, GSK3A inh -1.9 and IEC-6 cytotox 4.7.
Cc1ccc(SCC(=O)NCCN2C(=O)CSC2=O)cc1C was read as HSF-1 act 9.3, DYRK1A inh 5.7, GSK3B inh -1.8, HSF1 inhib -1.6, HSP90 inh 3.5, Platelet DG rel 1.5, KLF5 inhibitor -19.0, aSyn 5UTR inh -46.6 and IEC-6 cytotox 4.2.
CCN(Cc1cc2ccccc2[nH]c1=O)C(=O)c1cccc([N+](=O)[O-])c1 was read as HSF-1 act -1.7, GSK3B inh 2.2, HSF1 inhib -4.5, HSP90 inh -0.4, Platelet DG rel -4.2, KLF5 inhibitor -3.8, aSyn 5UTR inh 20.1, GSK3A inh 0.3 and IEC-6 cytotox 0.2.
Cc1csc2ncnc(N3CCN(S(=O)(=O)c4cccc(C(F)(F)F)c4)CC3)c12 was read as HSF-1 act 3.9, DYRK1A inh -1.5, GSK3B inh 1.2, HSF1 inhib -6.4, HSP90 inh 0.9, Platelet DG rel 6.0, KLF5 inhibitor -5.3, aSyn 5UTR inh -7.0, GSK3A inh 0.4 and IEC-6 cytotox 14.8.
`CC(C)n1c(O)c(N=NC(=O)CNC(=O)c2cccnc2)c2ccccc21` gave HSF-1 act -12.6, DYRK1A inh -5.0, GSK3B inh -1.4, HSF1 inhib -7.0, HSP90 inh -4.6, Platelet DG rel -17.2, KLF5 inhibitor -2.8, aSyn 5UTR inh 12.8, GSK3A inh -0.6 and IEC-6 cytotox 2.1.
CCC(C)/C=C/C1=CC2=C(Cl)C(=O)C3(C)OC(=O)C(C(=O)C(C)C(C)O)C3C2=CO1 (stereo unspecified) was read as HSF-1 act -1.1, DYRK1A inh -1.8, GSK3B inh -1.6, HSF1 inhib 6.1, HSP90 inh -3.6, Platelet DG rel -3.2, KLF5 inhibitor -23.5, aSyn 5UTR inh -3.6, GSK3A inh 1.5 and IEC-6 cytotox 1.4.
`COc1ccc(CCNC2CC(=O)N(N(C)C)C2=O)cc1OC` (stereo unspecified) gave HSF-1 act -13.8, DYRK1A inh 2.9, GSK3B inh 0.6, HSF1 inhib -2.3, HSP90 inh -1.8, Platelet DG rel 1.0, KLF5 inhibitor -2.4, aSyn 5UTR inh 22.2, GSK3A inh 0.5 and IEC-6 cytotox -6.7.
`COc1cc([C@@H]2c3cc4c(cc3[C@@H](NC3CCN(Cc5ccccc5)CC3)[C@H]3COC(=O)[C@H]23)OCO4)cc(OC)c1O` gave HSF-1 act -17.9, GSK3B inh 2.3, HSF1 inhib 1.4, Platelet DG rel -1.1 and aSyn 5UTR inh 103.2*.
`CCc1c(C)c(C#N)c2nc3ccccc3n2c1-n1nc(C)cc1C` gave HSF-1 act -2.3, DYRK1A inh -5.0, GSK3B inh -2.4, HSF1 inhib 5.4, HSP90 inh 4.4, Platelet DG rel -2.3, KLF5 inhibitor 3.6, aSyn 5UTR inh -10.8, GSK3A inh -4.4 and IEC-6 cytotox 1.2.
For COc1ccc(C(C(=O)NC2CCCC2)N(C(=O)c2csnn2)C2CCCC2)cc1 (stereo unspecified) the results were HSF-1 act 6.9, DYRK1A inh 2.5, GSK3B inh 3.6, HSF1 inhib -4.3, HSP90 inh -1.1, Platelet DG rel 6.3, KLF5 inhibitor -21.0, aSyn 5UTR inh -6.8, GSK3A inh -0.3 and IEC-6 cytotox -8.5.
For CCOC(=O)C1=C(N)Oc2ccc3ccccc3c2C1c1ccc(O)c(OC)c1 (stereo unspecified) the results were HSF-1 act 1.9, DYRK1A inh 6.5, GSK3B inh -1.3, HSF1 inhib 8.8, HSP90 inh -0.7, Platelet DG rel 7.1, KLF5 inhibitor 5.0, aSyn 5UTR inh -1.4, GSK3A inh 1.2 and IEC-6 cytotox 6.2.
For CCCN1C(=O)CN(C2CCCCCC2)C(=O)C1c1ccc(C)cc1 (stereo unspecified) the results were HSF-1 act -16.3, DYRK1A inh -3.8, GSK3B inh 2.6, HSF1 inhib -3.5, HSP90 inh 0.0, Platelet DG rel -1.8, KLF5 inhibitor 17.9, aSyn 5UTR inh -20.6, GSK3A inh -2.9 and IEC-6 cytotox 2.6.
Screening CCCn1c(SCC(=O)NC(C)C23CC4CC(CC(C4)C2)C3)n[nH]c1=O (stereo unspecified) returned HSF-1 act 6.5, GSK3B inh 2.4, HSF1 inhib 0.2, HSP90 inh 0.4, Platelet DG rel -2.4, KLF5 inhibitor -10.2, aSyn 5UTR inh 21.2, GSK3A inh -1.7 and IEC-6 cytotox -0.3.
Screening CCOC(=O)c1ccccc1NC(=O)CSc1nnc(Cc2cccn2C)n1-c1ccc(C)cc1 returned HSF-1 act 26.3, DYRK1A inh -2.0, GSK3B inh -0.6, HSF1 inhib 13.8, HSP90 inh 2.5, Platelet DG rel -5.5, KLF5 inhibitor -18.0, aSyn 5UTR inh -21.6, GSK3A inh 11.1 and IEC-6 cytotox -1.0.
